Assay outcomes from PubChem BioAssay.
DNMT1 inh: blocks human DNA methyltransferase DNMT1. 0.83% of 360,000 active. P26358. AID 588458. inhibition (reported as % activation of signal), % at 10 µM. DNMT1 molecular beacon, Hinp1I cleavage, fluorescence; in the data active means inhibition above about 50%
NadD block: NadD (S. aureus) enzyme inhibition | purified NadD enzyme, colorimetric absorbance read-out | inhibition, % at 20 µM | 0.78% of 360,000 active | AID 602399; in the data active means inhibition above about 26%; further: some compounds past the cut are filed as inactive
Tb MetRS inh: blocks T. brucei methionyl-tRNA synthetase activity; AID 624268; 0.4% of 360,000 active; purified T. brucei MetRS, ATP depletion, Kinase-Glo luminescence; inhibition, % at 11.9 µM;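 active means inhibition above a per-plate cutoff of the control wells' mean inhibition plus 3 SD, cut at about 5.5% in these data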;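 further: 0% = DMSO wells median and 100% = median of wells with control inhibitor compound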
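assay system = parasite MetRS enzyme | timing = 15 min preincubation, 2 h reaction, all 25 °C | evaluation = percent inhibition relative to median high and low control wells | medium = HEPES buffer containing pyrophosphatase, BSA, spermine, DTT | compound = single dose, 11.9 µM final nominal, 0.9% final DMSO | detection = Kinase-Glo luminescence, ATP depletion format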
STEP block: inhibitors of human striatal-enriched phosphatase STEP; P54829; recombinant STEP, OMFP fluorogenic substrate, fluorescence; inhibition, % at 20 µM; 0.25% of 360,000 active;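 active means inhibition at 20 µM, scaled per plate between control wells, above about 37%, limit read from the data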;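 further: 0% = DMSO with enzyme and substrate and 100% = substrate only without enzyme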
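Assay system: isolated STEP enzyme / Timing: 20 min at room temperature, dark / Doses: 20 µM, 1% DMSO / Technique: fluorescence intensity, excitation 480 nm, emission 540 nm / Reagent: fluorogenic phosphatase substrate OMFP at 25 µM final / Measure: percent inhibition scaled to no-enzyme and uninhibited-enzyme controls, plate-pattern corrected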
Scp-1 inhibitor: inhibitors of human Scp-1 phosphatase. Q9GZU7. Recombinant Scp1, phosphopeptide, malachite green phosphate absorbance. inhibition, % at 20 µM. 0.88% of 340,000 active;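 active means inhibition above about 50% at 20 µM, limit read from the data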;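 further: plate controls were DMSO wells with enzyme for no effect and wells lacking enzyme for full effect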
Target sequence (Q9GZU7 76-261 limits assumed): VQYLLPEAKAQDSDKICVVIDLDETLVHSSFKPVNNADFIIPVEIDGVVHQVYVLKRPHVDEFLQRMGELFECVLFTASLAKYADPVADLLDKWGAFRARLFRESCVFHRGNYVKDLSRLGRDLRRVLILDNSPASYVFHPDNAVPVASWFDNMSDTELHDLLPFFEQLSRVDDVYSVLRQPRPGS
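Times: enzyme reaction 45 min at room temperature, colour 5 min, stabilisation 30 min. Material: SCP-1 catalytic fragment, aa 76-261. Medium: Acidic Tris acetate buffer with magnesium and detergent. Signal: colorimetric free-phosphate detection, absorbance 630 nm. Read-out basis: % inhibition of SCP-1 phosphate liberation. Reagent: Phosphorylated 17-residue peptide substrate.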
SUMO1 PPI mod: alters human SUMO1 binding to SIM partners | P63165 | SUMO1 binding to a labelled peptide, TR-FRET, 1 h | inhibition, % at 20 µM | 0.33% of 360,000 active | AID 602429; in the data active means inhibition above about 37%
Target sequence (P63165 whole entry, looked up): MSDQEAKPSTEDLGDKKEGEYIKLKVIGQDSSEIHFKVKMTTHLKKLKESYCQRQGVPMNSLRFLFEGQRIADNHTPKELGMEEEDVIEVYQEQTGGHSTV
LMPTP block: blocks human LMPTP phosphatase. P24666. recombinant LMPTP-A, OMFP fluorogenic substrate, fluorescence intensity. inhibition, % at 20 µM. 0.22% of 360,000 active;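 active means compounds that cut the enzyme signal by at least half of the control window in the single-dose screen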;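 further: plate controls were DMSO wells with enzyme plus substrate for no effect and substrate without enzyme for full effect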
Target sequence (P24666 whole entry, looked up): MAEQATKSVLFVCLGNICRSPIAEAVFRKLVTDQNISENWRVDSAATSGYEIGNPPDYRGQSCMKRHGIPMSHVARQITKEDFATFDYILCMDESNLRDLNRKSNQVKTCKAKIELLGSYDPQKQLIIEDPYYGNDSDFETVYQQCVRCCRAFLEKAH
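Assay system: LMPTP-A, protein tyrosine phosphatase of low molecular weight / Medium: pH 6.0 Bis-Tris buffer with DTT and Triton X-100 / Schedule: 50 min enzyme reaction at room temperature, protected from light / Measured by: endpoint fluorescence intensity from OMFP dephosphorylation / Read-out basis: % inhibition relative to no-enzyme and uninhibited control wells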
Rpn11 inh: Rpn11 (human) deubiquitinase inhibition. human 26S proteasome, Ub4-pepOG fluorescence polarization; 20S core pre-blocked with epoxomicin. calls only at 20 µM. AID 588493. 0.59% of 360,000 active;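 active means inhibition at 20 µM, scaled to each plate's controls, above about 33%, limit read from the data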
CSN inh: inhibitors of human CSN-mediated cullin deneddylation; Q92905; Purified CSN, SCF-Nedd8-OG deneddylation, fluorescence polarization; inhibition, % at 12.5 µM; 0.38% of 360,000 active; AID 651999;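 active means pattern-corrected inhibition above about 35%, with an unprinted fluorescence ratio check between 0.5 and 1.5, limit read from the data, passing the limit was not always enough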;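 further: 0% = enzyme with substrate and 100% = substrate without enzyme; some results filed as inactive read as strong as hits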
Target sequence (Q92905 whole entry, looked up, one chain of several): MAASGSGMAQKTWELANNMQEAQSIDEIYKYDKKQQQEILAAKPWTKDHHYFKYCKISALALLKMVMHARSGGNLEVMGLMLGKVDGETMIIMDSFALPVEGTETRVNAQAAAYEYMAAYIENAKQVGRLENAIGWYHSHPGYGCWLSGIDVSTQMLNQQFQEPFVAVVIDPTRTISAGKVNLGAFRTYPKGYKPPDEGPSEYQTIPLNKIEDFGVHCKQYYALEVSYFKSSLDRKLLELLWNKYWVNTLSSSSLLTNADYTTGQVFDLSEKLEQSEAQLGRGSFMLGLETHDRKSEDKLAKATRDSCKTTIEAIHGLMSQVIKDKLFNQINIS
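Schedule: reaction 90 min, room temperature / Assay system: HEK293T-derived human Csn5 enzyme / Input: Csn5 at 0.24 nM final / Measure: inhibition of Csn5 cleavage, % / Control set: substrate-only high control, full reaction low control / Technique: fluorescence polarization of the substrate / Buffer or medium: Tris/NaCl/DTT buffer, pH 7.5 / Reagent: SCFSkp2-Nedd8OG substrate at 10 nM final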
MLLE-PAM2 inh: blocks PAM2 peptide binding to the PABP1 MLLE domain. P11940. GST-MLLE / FITC-PAM2 fluorescence polarization. inhibition, % at 20 µM. 0.36% of 360,000 active. AID 588489; in the data active means inhibition above about 35%, passing the limit was not always enough;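 further: plate controls were DMSO wells with GST-MLLE for no effect and wells lacking GST-MLLE protein for full effect; some results filed as inactive read as strong as hits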
Numbers without * were called inactive; i = inactive; + = active, no number.

DNMT1 inh | NadD block | Tb MetRS inh | STEP block | Scp-1 inhibitor | SUMO1 PPI mod | LMPTP block | Rpn11 inh | CSN inh | MLLE-PAM2 inh | SMILES
-0.8 | 5.3 | -1.1 | -0.1 | -5.0 | -4.4 | 2.7 | i | -0.9 | 0.0 | Cc1cc2cc(CN(Cc3ccc4c(c3)OCO4)C(=O)c3cnccn3)c3nnnn3c2cc1C
-3.3 | -1.6 | -0.9 | 14.2 | 3.6 | 0.8 | 1.3 | i | -8.4 | -18.9 | CCCC(C)NC(=O)c1ccc2[nH]c3c(c2c1)CC(C)CC3 (stereo not drawn)
30.3 | 3.0 | -0.4 | 0.4 | 24.1 | 3.1 | 3.1 | i | 0.4 | 0.0 | OC[C@@H](O)[C@@H](O)[C@H](O)[C@H](O)CO
51.2* | 20.7 | 0.1 | 4.8 | -6.1 | -1.1 | 1.0 | i | 2.2 | -9.5 | Cc1c(C(=O)OCC(=O)N2CC(=O)Nc3ccccc32)oc2ccc(Br)cc12
0.2 | 4.2 | -0.5 | -2.0 | 1.4 | -6.4 | 0.2 | i | 3.9 | 25.1 | Cc1ccc(CN(CC(=O)NC2CCCCC2)C(=O)c2csnn2)cc1
0.9 | -0.6 | -1.0 | 0.5 | 2.3 | 1.6 | 0.4 | i | 5.3 | 10.4 | CCCCS(=O)(=O)N1CCC(C(=O)Oc2ccc(Cl)cc2)CC1
-0.4 | -4.0 | 0.0 | -3.1 | -2.6 | -0.1 | -1.9 | i | -6.9 | 9.2 | COc1cc2c(cc1OC)C(c1ccc(Br)cc1)NCC2 (stereo not drawn)
82.9* | -7.3 | -0.4 | 11.9 | 75.7* | 22.9 | 5.8 | i | 56.1 | 21.0 | O=C1CCCC(O)=C1N=Nc1ccc(C(=O)O)cc1
1.4 | 6.8 | -0.1 | 4.0 | -7.0 | -15.5 | 2.7 | i | -3.9 | 6.7 | CCCCCc1nc2sc3c(c2c(=O)n1NC(=O)c1ccc([N+](=O)[O-])cc1)CC(C)(C)OC3
-2.5 | 4.6 | -0.5 | -5.6 | -8.2 | 2.8 | -2.9 | i | 2.8 | 7.3 | Cc1ccc(NS(=O)(=O)c2ccc3c(c2)CC(=O)N3)cc1F
-0.2 | 3.3 | -1.1 | 1.6 | -2.7 | -3.1 | 3.6 | i | -8.2 | 9.1 | O=C(COC(=O)/C=C/c1ccc(Cl)cc1)Nc1ccccc1-c1ccccc1
-6.8 | 2.3 | -0.3 | -0.5 | -1.4 | -5.0 | 5.2 | i | 0.9 | -6.8 | CSc1cccc(NC(=O)c2cccc3cccnc23)c1
2.8 | -3.3 | -0.2 | 2.8 | -9.4 | 5.3 | -0.8 | i | -1.4 | 16.3 | Cc1cc(=O)[nH]c(SCC(=O)Nc2ccc(Cl)cn2)n1
29.3 | 26.6 | -0.2 | 3.0 | -14.5 | 20.1 | 5.5 | + | 27.5 | -52.3 | CC(=O)N(/N=C1\Sc2ccccc2C1=O)c1ccccc1C
-3.0 | -2.5 | -0.3 | -0.9 | -2.9 | 1.7 | -0.7 | i | 3.0 | 31.9 | CSc1ccccc1NC(=S)Nc1cccc(C(F)(F)F)c1
1.5 | -3.7 | -0.5 | -1.7 | -0.7 | 2.1 | -0.3 | i | 9.2 | 9.8 | CCOC(=O)c1[nH]c(C)c(C(=O)OC)c1C
-1.1 | 1.5 | 0.1 | 0.5 | -4.9 | -4.5 | -2.2 | i | 2.0 | -6.5 | C=CCn1c(SCC(=O)N2CCOCC2)nc2sc(C)c(C)c2c1=O
-0.4 | 3.4 | -0.6 | -4.4 | -3.7 | -1.1 | -0.1 | i | 2.1 | 9.8 | COc1ccc(NC(=O)CCN2CC(C)OC(C)C2)c(OC)c1 (stereo not drawn)
3.4 | -6.2 | -0.6 | 0.9 | -6.0 | -6.9 | 0.9 | i | 5.8 | -9.5 | O=C(NN1CCCCC1)c1cnn2c(C(F)F)cc(-c3ccccc3)nc12
-0.2 | 5.4 | -0.5 | 5.6 | -1.1 | 21.1 | -0.3 | i | 4.9 | 8.4 | CCc1ccc(S(=O)(=O)c2n[nH]n3c2nc(=O)c2ccccc23)cc1
2.8 | -1.9 | -0.3 | -1.9 | -4.7 | 1.6 | -1.8 | i | -2.8 | 11.2 | O=C(O)CC1Cc2ccccc2C1C(=O)O (stereo not drawn)
-6.9 | -10.5 | 0.8 | -1.8 | -4.7 | 2.6 | 46.9 | i | 3.2 | -2.7 | NC1=NC(c2cn[nH]c2-c2cccc(F)c2)n2c(nc3ccccc32)N1 (stereo not drawn)
1.3 | -4.2 | 0.7 | -4.1 | -10.9 | 0.9 | 0.1 | i | -3.6 | 4.7 | O=C(O)c1cnn(-c2nc(-c3ccc(F)cc3)cs2)c1C(F)(F)F

Of the compounds above, these have sulfur:
DNMT1 inh | NadD block | Tb MetRS inh | STEP block | Scp-1 inhibitor | SUMO1 PPI mod | LMPTP block | Rpn11 inh | CSN inh | MLLE-PAM2 inh | SMILES
0.2 | 4.2 | -0.5 | -2.0 | 1.4 | -6.4 | 0.2 | i | 3.9 | 25.1 | Cc1ccc(CN(CC(=O)NC2CCCCC2)C(=O)c2csnn2)cc1
0.9 | -0.6 | -1.0 | 0.5 | 2.3 | 1.6 | 0.4 | i | 5.3 | 10.4 | CCCCS(=O)(=O)N1CCC(C(=O)Oc2ccc(Cl)cc2)CC1
1.4 | 6.8 | -0.1 | 4.0 | -7.0 | -15.5 | 2.7 | i | -3.9 | 6.7 | CCCCCc1nc2sc3c(c2c(=O)n1NC(=O)c1ccc([N+](=O)[O-])cc1)CC(C)(C)OC3
-2.5 | 4.6 | -0.5 | -5.6 | -8.2 | 2.8 | -2.9 | i | 2.8 | 7.3 | Cc1ccc(NS(=O)(=O)c2ccc3c(c2)CC(=O)N3)cc1F
-6.8 | 2.3 | -0.3 | -0.5 | -1.4 | -5.0 | 5.2 | i | 0.9 | -6.8 | CSc1cccc(NC(=O)c2cccc3cccnc23)c1
2.8 | -3.3 | -0.2 | 2.8 | -9.4 | 5.3 | -0.8 | i | -1.4 | 16.3 | Cc1cc(=O)[nH]c(SCC(=O)Nc2ccc(Cl)cn2)n1
29.3 | 26.6 | -0.2 | 3.0 | -14.5 | 20.1 | 5.5 | + | 27.5 | -52.3 | CC(=O)N(/N=C1\Sc2ccccc2C1=O)c1ccccc1C
-3.0 | -2.5 | -0.3 | -0.9 | -2.9 | 1.7 | -0.7 | i | 3.0 | 31.9 | CSc1ccccc1NC(=S)Nc1cccc(C(F)(F)F)c1
-1.1 | 1.5 | 0.1 | 0.5 | -4.9 | -4.5 | -2.2 | i | 2.0 | -6.5 | C=CCn1c(SCC(=O)N2CCOCC2)nc2sc(C)c(C)c2c1=O
-0.2 | 5.4 | -0.5 | 5.6 | -1.1 | 21.1 | -0.3 | i | 4.9 | 8.4 | CCc1ccc(S(=O)(=O)c2n[nH]n3c2nc(=O)c2ccccc23)cc1
1.3 | -4.2 | 0.7 | -4.1 | -10.9 | 0.9 | 0.1 | i | -3.6 | 4.7 | O=C(O)c1cnn(-c2nc(-c3ccc(F)cc3)cs2)c1C(F)(F)F
